# Screening data from PubChem.
# BaF3 tox – reduces parental Ba/F3 cell viability, JAK2V617F counter-screen; CellTiter-Glo ATP luminescence; 1.1% of 220,000 active; inhibition, % at 5.6 µM;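 active = inhibition above a per-campaign cutoff, the mean inhibition of all tested compounds plus 3 SD, cut at about 27% in these data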;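 note: 0% = DMSO wells and 100% = JAK Inhibitor I control wells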
# Wee1 degr inh – human Wee1 degradation inhibition, primary screen; HeLa Luc-Wee1K328M stability, luciferase luminescence; 100% = proteasome inhibitor MG132 effect; P30291; reporter increase, % at 5 µM; AID 1321; 1.2% of 220,000 active;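 active = activation above the mean of all tested compounds plus 3 SD, set per screening run, cut at about 8.8% in these data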;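 note: cells exposed to compound for 20 h before luminescence read; 0% = DMSO alone and 100% = MG132 at 30 µM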
# Ba/F3 V617F tox – reduce viability of Ba/F3 cells dependent on JAK2V617F. inhibition, % at 5.6 µM. Ba/F3 EpoR-JAK2V617F viability, ATP luminescence. 1.1% of 220,000 active;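 active = inhibition above the campaign mean plus 3 SD over all tested compounds, cut at about 24% in these data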;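 note: cytokine-independent growth of Ba/F3 cells driven by EpoR plus mutant JAK2; 0% = DMSO-treated cells and 100% = JAK inhibitor I control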
# S1P4 antag – antagonists of human S1P4 receptor | O95977 | S1P4-expressing cells, antagonist mode, reporter read-out | inhibition, % at 4.98 µM | 0.26% of 220,000 active | AID 1510; in the data active = inhibition above about 29%;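 note: 0% = wells stimulated with agonist and 100% = vehicle wells without agonist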
# PERK inhibitor – blocks human PERK kinase. inhibition, % at 5.6 µM. Q9NZJ5. 0.17% of 220,000 active. CHO PERK-DD fusion, SEAP luminescence translation reporter;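 active = inhibition above the mean inhibition of all tested compounds plus 3 SD, set separately per screening campaign, cut at about 2.9% in these data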;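 note: PERK kinase domain activated by AP20187 dimerizer at 100 nM; 0% = DMSO with dimerizer and 100% = rapamycin at 8.4 µM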
# Target sequence (Q9NZJ5 whole entry, looked up, the tested form may be a part): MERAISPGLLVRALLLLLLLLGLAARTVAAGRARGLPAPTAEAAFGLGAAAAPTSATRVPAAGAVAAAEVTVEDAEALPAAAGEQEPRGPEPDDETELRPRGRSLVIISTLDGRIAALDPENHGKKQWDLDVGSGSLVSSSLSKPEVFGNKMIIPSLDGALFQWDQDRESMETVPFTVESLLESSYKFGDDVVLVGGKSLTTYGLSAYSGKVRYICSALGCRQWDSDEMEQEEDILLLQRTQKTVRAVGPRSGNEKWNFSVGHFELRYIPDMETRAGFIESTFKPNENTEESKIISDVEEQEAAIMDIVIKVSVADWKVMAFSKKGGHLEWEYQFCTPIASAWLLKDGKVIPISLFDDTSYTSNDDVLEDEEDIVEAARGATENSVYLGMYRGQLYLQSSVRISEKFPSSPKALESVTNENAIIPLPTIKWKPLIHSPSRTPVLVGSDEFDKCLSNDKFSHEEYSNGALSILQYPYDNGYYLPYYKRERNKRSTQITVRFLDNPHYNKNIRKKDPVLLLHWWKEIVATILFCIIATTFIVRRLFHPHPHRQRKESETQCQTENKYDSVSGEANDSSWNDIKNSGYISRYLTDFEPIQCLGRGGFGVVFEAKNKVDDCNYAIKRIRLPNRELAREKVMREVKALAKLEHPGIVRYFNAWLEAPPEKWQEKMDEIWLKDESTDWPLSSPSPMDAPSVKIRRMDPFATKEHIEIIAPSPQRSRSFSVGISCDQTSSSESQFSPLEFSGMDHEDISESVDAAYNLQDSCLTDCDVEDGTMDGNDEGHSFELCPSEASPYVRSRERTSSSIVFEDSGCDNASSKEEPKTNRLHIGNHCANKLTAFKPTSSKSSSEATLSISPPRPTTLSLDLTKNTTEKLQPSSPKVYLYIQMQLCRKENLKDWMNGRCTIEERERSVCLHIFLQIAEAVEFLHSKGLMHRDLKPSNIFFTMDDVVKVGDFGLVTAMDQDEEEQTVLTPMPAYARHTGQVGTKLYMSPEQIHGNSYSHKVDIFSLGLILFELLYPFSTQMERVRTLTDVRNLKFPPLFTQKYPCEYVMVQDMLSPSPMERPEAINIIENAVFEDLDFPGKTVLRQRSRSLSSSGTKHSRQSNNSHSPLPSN
# S1P4 agonist – agonists of human S1P4 receptor; O95977; S1P4-expressing cell line, agonist reporter assay; activation, % at 4.98 µM; 0.35% of 220,000 active; AID 1509; in the data active = activation above about 11%;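 note: 0% = DMSO vehicle and 100% = reference agonist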
# MDM2 E3 inh – blocks human Mdm2 ubiquitin ligase activity | Q00987 | 0.11% of 210,000 active | signal enhancement, % at 5 µM | cell-based MDM2 ubiquitination luciferase reporter, 2 h; 0 = plate control, 100 = twice control, blank-subtracted;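 active = signal enhancement of 30% or more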;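 note: luminescence tracks abundance of the self-degrading MDM2-luciferase fusion protein; higher signal means inhibition of MDM2 E3 ligase activity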
#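 system = mammalian cells stably expressing self-ubiquitinating, self-degrading MDM2 E3–luciferase fusion | quantity = 2000 cells per well seeded | incubation = 4 h cell settling then 2 h compound exposure, 37 °C | signal = SteadyLite luminescence, 15 min reagent step | benchmarks = plate control and blank wells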
# eIF4E 4G PPI – inhibitors of eIF4E and eIF4G interaction in translation initiation; P63073+Q04637; 0.37% of 220,000 active; inhibition, % at 21.7 µM; TR-FRET eIF4E-eIF4GI(517-606) binding, 2 h;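 active = inhibition above about 30%, limit read from the data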;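 note: 0% = full FRET control wells and 100% = background wells lacking eIF4GI fragment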
# NPY-Y2 PAM-ag – potentiators or agonists of human neuropeptide Y receptor Y2; cells expressing NPY-Y2, potentiator/agonist read-out; activation, % at 3.6 µM; 0.45% of 220,000 active; AID 1359; in the data active = activation above about 27%;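 note: cells stimulated with NPY near EC25 plus isoproterenol at EC100; 0% = vehicle plus submaximal agonist and 100% = vehicle plus saturating agonist; some results beyond the cut were filed as inactive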
# * hit, by the source's call; / = not tested or not shown; [ ] = another dose, or the depositor's remark.
SMILES,BaF3 tox,Wee1 degr inh,Ba/F3 V617F tox,S1P4 antag,PERK inhibitor,S1P4 agonist,MDM2 E3 inh,eIF4E 4G PPI,NPY-Y2 PAM-ag
CCn1cnc2c1c(=O)n(CC(=O)Nc1ccc3c(c1)OC(F)(F)O3)c(=O)n2Cc1ccccc1,5.3,-0.4,3.8,5.8,-0.8,2.8,-7.6,-5.5[fluorescence artefact?],5.7
O=C(NCCCN=C1NS(=O)(=O)c2ccccc21)c1ccc(S(=O)(=O)N2CCOCC2)cc1,0.3,0.1,-4.0,3.8,-1.1,-1.1,-15.6,3.6,6.3
C=CCNCC#CCOc1ccc(OC)cc1,1.8,1.0,-4.1,-3.7,0.3,1.1,-10.1,-13.7,6.8
CCCCNC(=O)c1ccc(CS(=O)(=O)c2ccc(OC)cc2)o1,2.6,-0.6,-6.0,-9.1,1.5,0.6,-10.9,5.1,18.6
CC(C)(C)C1=C(C#N)C(c2ccc3c(c2)OCO3)C(C#N)=C(N)O1 (stereo not drawn),-0.5,-2.2,-3.8,-0.2,1.6,1.0,-10.9,15.0,4.5
COC(=O)c1cc(NC2c3ccccc3C(=O)N2c2cccnc2)cc(C(=O)OC)c1 (stereo not drawn),1.4,-2.9,-3.2,-4.1,-0.4,-0.4,-8.6,-0.5,-9.0
CC(=O)c1cc(-c2ccc(F)cc2)n(CCC(=O)Nc2cccnc2)c1C,11.8,-1.8,4.6,-4.9,0.0,1.1,1.7,-0.7,3.0
COC(=O)c1[nH]c2cccc(OC)c2c1NC(=O)CCN1CCN(c2cccc(Cl)c2)CC1,6.4,-0.8,1.3,-2.1,-0.8,1.8,2.3,-6.1,10.8
Cc1cc(C(=O)NCc2ccc(S(N)(=O)=O)cc2)ccc1[N+](=O)[O-],6.3,-1.6,1.2,-35.1,0.9,1.7,-7.6,-2.6[fluorescence artefact?],8.6
CC(/C=N/NC(=O)c1nn(C)c(C)c1Br)=C\c1ccccc1,3.4,3.9,-3.9,-20.4,0.5,6.7,-4.8,-0.3,5.4
Cc1cc(C)c2c(n1)nn1c(NCCCN3CCOCC3)cc(C)nc21,4.3,-1.3,1.1,-9.7,0.7,-1.0,/,/,-7.2
Brc1ccccc1-c1nnc2sc(-c3ccc4c(c3)OCCO4)nn12,1.6,-2.0,3.5,-11.9,-0.3,1.1,-36.1,-1.5,-11.8
Cc1cc(C(=O)N/N=C/c2c(C)n(C)c3ccccc23)n[nH]1,6.0,0.2,0.6,0.5,1.6,-0.6,-16.9,1.2,5.7
Cc1nc(NS(=O)(=O)c2ccccc2)sc1C(C)(C)C,4.2,0.6,-3.3,-10.2,0.5,-0.7,-10.1,-1.3[fluorescence artefact?],-10.3
CCC(C)[C@H](N)c1cn([C@@H](Cc2ccc(O)cc2)C(=O)N2CCNCC2)nn1 (stereo partly drawn),-1.6,0.8,-3.0,-5.2,0.8,0.9,/,-1.5,0.4
COc1ccc(OC)c(/C=N/N=C(\N)c2nonc2N)c1,-2.6,3.0,-4.5,5.9,0.8,0.7,-7.8,0.0,-19.2
COc1ccc(-n2cc(-c3ccc(Cl)cc3)[nH]c2=S)cc1,-0.8,-1.3,-4.9,9.2,0.3,0.7,-10.7,0.2,19.4
Cc1ccccc1N(CC(=O)NC(C)(C)C)C(=O)CS(=O)CC(=O)Nc1ccc2c(c1)OCO2 (stereo not drawn),-1.9,-2.8,-1.5,-3.7,0.1,0.8,-5.6,-4.0,9.7
Cc1ccc(C(=O)Nc2nc(-c3ccc([N+](=O)[O-])cc3)cs2)o1,4.3,-2.5,3.0,-5.0,-0.3,1.1,2.6,11.3,9.8
COc1ccc(NC(=O)CNS(=O)(=O)c2cccs2)cc1,1.4,-1.3,-4.0,-11.1,0.5,0.9,1.7,2.6[fluorescence artefact?],15.0
Cc1nc(NC(=O)CN(C)S(=O)(=O)c2ccc(Cl)cc2)sc1C,5.0,0.9,-0.7,5.0,-0.1,0.6,-1.3,-2.7,-1.7
CCCCn1c(C(C)NC(=O)COC)nc2ccccc21 (stereo not drawn),1.2,-3.0,-2.1,-18.1,0.1,2.7,-17.9,1.6,-0.1
COc1ccc2nc(SCC(=O)C(C)(C)C)[nH]c2c1,-2.5,-2.8,-2.2,-29.7,-0.4,2.0,-19.8,-5.0,0.0
COc1ccc(-n2c(COc3ccccc3)nnc2SCc2ccc(C#N)cc2)cc1,6.2,-1.9,1.4,-17.8,-0.8,0.0,3.9,-14.3[fluorescence artefact?],-4.7
N#CC1(Cc2ccc([N+](=O)[O-])cc2)c2ccccc2C=CN1C(=O)c1ccccc1 (stereo not drawn),0.2,-0.5,-3.8,-15.9,-0.4,-3.5,-9.5,-5.0,7.5
CSc1ccccc1NC(=O)CSc1nnnn1-c1ccccc1SC,2.2,1.5,1.7,2.4,-0.8,-1.5,2.9,1.2,-15.4
COc1ccccc1NS(=O)(=O)c1ccc(N/N=C(\C)C(C)C)c([N+](=O)[O-])c1,6.2,-1.3,-1.3,-9.2,0.8,1.1,-7.5,-1.3[fluorescence artefact?],-0.1
COC(=O)CC1C(=O)NCCN1C(=O)CSc1nc2ccccc2o1 (stereo not drawn),4.5,12.4*,-0.6,-15.6,2.4,-0.5,-10.5,3.5,-1.7
N#C/C(C(=O)Oc1ccccc1)=C1/Nc2ccccc2-c2ccccc21,6.5,-1.0,3.5,-2.4,1.2,-0.9,8.9,-43.7,-20.0
CCCC(C(=O)NC(C)(C)C)N(C(=O)c1snc(C(N)=O)c1N)c1ccc2c(c1)OCCO2 (stereo not drawn),6.9,1.9,1.2,-6.3,0.5,1.4,-21.9,7.7,4.1
COC(=O)c1c(NC(=O)COC(=O)Cn2cnc3ccccc32)sc(C)c1C,0.9,0.9,-2.5,-17.2,-0.4,0.1,/,-8.1,13.0
Cc1ccc(C)c(N(C)S(=O)(=O)c2cccc3nsnc23)c1,-0.1,-0.5,2.3,-19.3,-0.4,2.3,6.1,-3.6,-3.1
O=C(NC(=S)NCCC1=CCCCC1)c1cncc(Br)c1,2.8,1.4,-2.4,-30.3,0.2,2.5,-5.1,2.4,-15.1
CCOc1ccc(NC(=O)CSc2ccccc2N)cc1,5.7,8.6,10.5,-34.8,0.1,0.8,0.0,0.1,0.7
O=C(CSc1ccccc1)Nc1ccccc1N1CCOCC1,0.7,0.5,-4.3,-25.3,-0.5,2.7,-19.1,5.8,2.0
CC(=O)c1c(C)[nH]c(C(=O)OCC(=O)Nc2ccc([N+](=O)[O-])cc2Cl)c1C,4.9,-0.3,1.7,-9.7,0.5,2.7,-7.9,-0.7,-2.0
COC(=O)c1cc(OC)c(OC)cc1N,-4.5,3.5,-5.7,-5.9,1.0,-1.9,-6.7,0.4,6.8
CCc1ccccc1NC(=O)Cn1nc(C(F)(F)F)cc1C1CC1,-0.3,0.0,-3.0,-25.1,0.0,0.9,-21.4,2.2,-21.3
Clc1ccc(C2=CSC3=NCCN23)cc1Cl,5.2,2.9,0.3,5.8,-0.5,-0.5,-10.7,17.2[fluorescence artefact?],11.9
CN(C)c1ccnc2sc3c(NCC(O)CO)ncnc3c12 (stereo not drawn),-0.5,-4.5,-2.2,-22.1,2.5,0.8,-11.2,14.7[fluorescence artefact?],12.6
O=C(Nc1ccc(O)c(-c2nc3ccccc3o2)c1)C1(c2ccccc2)CCCC1,1.3,5.7,2.4,-10.0,1.3,0.3,-16.2,-2.0,-35.6
O=C(O)c1ccc(/C=N/NC(=O)c2cc(-c3ccc4c5c(cccc35)CC4)n[nH]2)cc1,3.2,5.2,-2.3,-16.6,0.8,0.5,-9.3,8.1,9.5
CC1=NN(C(=O)Cc2ccccc2)C(O)(c2ccccc2)C1 (stereo not drawn),-0.6,-1.2,0.2,7.2,2.1,-2.1,-14.5,5.2,1.4
C(=N\c1nc2ccccc2[nH]1)/c1cccs1,-2.4,0.8,-1.1,-25.5,-0.3,0.4,-8.0,13.4,-4.1
CC(C)CCNC(=O)c1cc(-c2ccncc2)nc2ccc(S(=O)(=O)N3CCOCC3)cc12,0.4,11.1*,-0.8,-0.6,-1.4,2.7,-9.1,1.1[fluorescence artefact?],-6.1
Cc1cc(C)nc(SCC(=O)Nc2nonc2N)n1,8.7,-0.8,2.5,7.0,0.7,0.7,5.8,-3.1,0.4
CC(=O)NCCOc1cccc(OCCNC(C)=O)c1,-0.3,-0.1,-3.1,-12.6,0.6,-0.9,-9.0,-3.1,11.1
Cc1occc1C(=O)N/N=C/c1ccc(Br)s1,6.3,-0.3,6.9,-2.7,0.1,0.3,-16.8,4.0,-36.6
O=C(Cc1ccc(-n2c(=O)c3ccccc3n(Cc3cccc([N+](=O)[O-])c3)c2=O)cc1)NCC1CCCO1 (stereo not drawn),-2.1,1.1,-3.3,11.0,-0.4,1.7,5.3,-1.4,-3.8
CCOC(=O)Cn1c(=O)c2c(nc3n2CCCCN3c2ccc(C)cc2)n(C)c1=O,0.9,-0.9,-2.9,9.9,1.1,-0.3,-15.6,2.1,16.1
CCOC(=O)c1cc2c(ccn2-c2ccc(F)cc2)n1CC(=O)N1CCN(C(=O)c2ccco2)CC1,2.5,0.5,2.2,2.3,-0.8,-1.9,-8.5,-0.2,-3.1
COc1ccc(S(=O)(=O)N2CCCN(CC(=O)C(C)(C)C)CC2)cc1,4.2,-2.0,-2.0,-4.4,0.0,-1.9,-10.6,6.2,11.5
CCOc1ccc(C(O)C(CN2CCOCC2)c2ccccc2)cc1 (stereo not drawn),6.4,-1.9,2.2,-8.4,-0.8,0.8,9.5,2.7,-2.6
COc1ccc(-n2nc(C(=O)NCC(=O)NCc3ccco3)c3ccccc3c2=O)c(OC)c1,4.1,-2.4,1.2,1.8,-1.1,2.8,-25.8,4.7[fluorescence artefact?],-22.6
COc1cc(NS(=O)(=O)c2ccc(NS(=O)(=O)c3ccccc3)cc2)nc(OC)n1,1.4,2.1,-1.9,-7.8,0.4,-3.1,-13.8,7.5,7.3

# Gathered by group: the entries above containing a nitro group on carbon
SMILES,BaF3 tox,Wee1 degr inh,Ba/F3 V617F tox,S1P4 antag,PERK inhibitor,S1P4 agonist,MDM2 E3 inh,eIF4E 4G PPI,NPY-Y2 PAM-ag
Cc1cc(C(=O)NCc2ccc(S(N)(=O)=O)cc2)ccc1[N+](=O)[O-],6.3,-1.6,1.2,-35.1,0.9,1.7,-7.6,-2.6[fluorescence artefact?],8.6
Cc1ccc(C(=O)Nc2nc(-c3ccc([N+](=O)[O-])cc3)cs2)o1,4.3,-2.5,3.0,-5.0,-0.3,1.1,2.6,11.3,9.8
N#CC1(Cc2ccc([N+](=O)[O-])cc2)c2ccccc2C=CN1C(=O)c1ccccc1 (stereo not drawn),0.2,-0.5,-3.8,-15.9,-0.4,-3.5,-9.5,-5.0,7.5
COc1ccccc1NS(=O)(=O)c1ccc(N/N=C(\C)C(C)C)c([N+](=O)[O-])c1,6.2,-1.3,-1.3,-9.2,0.8,1.1,-7.5,-1.3[fluorescence artefact?],-0.1
CC(=O)c1c(C)[nH]c(C(=O)OCC(=O)Nc2ccc([N+](=O)[O-])cc2Cl)c1C,4.9,-0.3,1.7,-9.7,0.5,2.7,-7.9,-0.7,-2.0
O=C(Cc1ccc(-n2c(=O)c3ccccc3n(Cc3cccc([N+](=O)[O-])c3)c2=O)cc1)NCC1CCCO1 (stereo not drawn),-2.1,1.1,-3.3,11.0,-0.4,1.7,5.3,-1.4,-3.8

# The order is random (roughly 4.1% active in at least one column).
